Screening data as filed in PubChem BioAssay.
EP2 mod: EP2 receptor (human) modulation; P43116; EP2-expressing cells, cAMP HTRF FRET, PGE2 co-stimulation; induction, % at 25 µM; actives 0.83% (n = 260,000); AID 940;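 active = compounds whose cAMP rise, as percent of the full-agonist control response, exceeds 60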;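 also: rat C6 glioma line stably carrying human EP2 under a CMV promoter; the protocol text gives 20 µM as final concentration; 100% = response of wells given 1 µM PGE2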
Target sequence (P43116 whole entry, looked up): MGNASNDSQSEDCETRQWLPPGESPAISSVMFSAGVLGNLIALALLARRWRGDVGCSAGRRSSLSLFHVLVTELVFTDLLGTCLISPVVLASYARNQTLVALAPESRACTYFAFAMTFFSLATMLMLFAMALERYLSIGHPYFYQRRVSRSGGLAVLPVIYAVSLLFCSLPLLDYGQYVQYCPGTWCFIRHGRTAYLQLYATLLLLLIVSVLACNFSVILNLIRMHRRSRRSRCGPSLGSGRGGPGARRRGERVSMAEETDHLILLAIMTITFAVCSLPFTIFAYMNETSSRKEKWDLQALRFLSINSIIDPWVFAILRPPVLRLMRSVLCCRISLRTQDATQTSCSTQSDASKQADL
Numbers without * were called inactive; & = joins results of further samples.

SMILES	EP2 mod
N=C(N)c1ccc(-c2ccc(-c3ccc(C(=N)N)cc3)o2)cc1	-10.9
COc1ccc2c(Cl)cc(NC(=S)Nc3ccccc3)nc2c1	-6.9
Cc1ccc2c(c1)-c1cc(C)nn1C(c1ccc(O)cc1)N2 (stereo not drawn)	6.9
Cn1ncc2c(Cl)ncnc21	19.7
O=C(C1CCC1)N1CCC(Cn2nc(-c3ccccc3)ccc2=O)CC1	-31.2
Cc1cccc(N2CCN(C(c3nnnn3C3CCCC3)C(C)C)CC2)c1C (stereo not drawn)	32.2
COCCN1C(=O)C(O)=C(C(=O)c2ccco2)C1c1cc(OC)c(OC)c(OC)c1 (stereo not drawn)	16.3
CCOc1ccc(C(O)(CCN2CCOCC2)C2CCCCC2)cc1 (stereo not drawn)	19.3
COCCn1nnnc1C(c1cc2cc(OC)ccc2[nH]c1=O)N1CCN(c2ccccc2F)CC1 (stereo not drawn)	6.3
COc1ccc(S(=O)(=O)N2CCN(Cc3ccc4c(c3)OCO4)CC2)cc1Cl	-50.6
O=C(Cc1ccc(Cl)c(Cl)c1)N1CCC(O)(c2ccccn2)CC1	-38.4
Cc1ccc2[nH]c(=O)c(C(c3nnnn3C3CCCC3)N3CCC(O)CC3)cc2c1 (stereo not drawn)	-9.7
COc1cccc(N(C(=O)Cc2cccs2)C(C(=O)NC2CCCC2)c2ccncc2)c1 (stereo not drawn)	-24.4
CS(=O)(=O)N1CCC(C(=O)NC2CC3(CCCC3)Oc3ccccc32)CC1 (stereo not drawn)	-20.6
COc1ccc2c(c1)c(CC(=O)O)c(C)n2Cc1ccc(F)cc1	17.1
CN1[C@@H](C(=O)NCc2ccc(F)cc2)C[C@@H](c2ccc(F)cc2)NS1(=O)=O	-35.6
CCC(=O)N1CCNC(=O)C1CC(=O)OC (stereo not drawn)	-29.5
COc1ccc(-n2c(CSc3nc(C)cc(C)n3)nnc2SCC(=O)N2CCCCC2C)cc1 (stereo not drawn)	-26.1
Cc1cc(-c2cnc(C)nc2C2CCN(C(=O)c3ccncc3)CC2)on1	4.1
Cc1nn2c(NCCCn3ccnc3)c3c(nc2c1-c1ccc(F)cc1)CCC3	-42.2

Structural class, those above with a halogen
SMILES	EP2 mod
COc1ccc2c(Cl)cc(NC(=S)Nc3ccccc3)nc2c1	-6.9
Cn1ncc2c(Cl)ncnc21	19.7
COCCn1nnnc1C(c1cc2cc(OC)ccc2[nH]c1=O)N1CCN(c2ccccc2F)CC1 (stereo not drawn)	6.3
COc1ccc(S(=O)(=O)N2CCN(Cc3ccc4c(c3)OCO4)CC2)cc1Cl	-50.6
O=C(Cc1ccc(Cl)c(Cl)c1)N1CCC(O)(c2ccccn2)CC1	-38.4
COc1ccc2c(c1)c(CC(=O)O)c(C)n2Cc1ccc(F)cc1	17.1
CN1[C@@H](C(=O)NCc2ccc(F)cc2)C[C@@H](c2ccc(F)cc2)NS1(=O)=O	-35.6
Cc1nn2c(NCCCn3ccnc3)c3c(nc2c1-c1ccc(F)cc1)CCC3	-42.2

Continued:
SMILES	EP2 mod
O=C(CSc1nnc2c3c4c(sc3nc(C3CC3)n12)CCCC4)c1ccc2c(c1)OCCO2	-28.3
CCC(CC)C(=O)Nc1cccc(C(=O)Nc2nnc(C(F)(F)F)s2)c1	-5.6
CCOc1ccc(-c2nnn(CC(=O)Nc3ccc4c(c3)OCO4)n2)cc1OCC	7.5
Cc1ccsc1CN(CCCN1CCOCC1)Cc1ccc(F)cc1	-32.0
Cc1ccc(S(=O)(=O)Nc2ccc(S(=O)(=O)NCC3CCCO3)cc2)cc1 (stereo not drawn)	11.2
COc1ccc(CC(=O)N2CCCC2c2nc3ccccc3[nH]2)cc1OC (stereo not drawn)	-15.4
Cc1ccc2cc(CN(Cc3cccs3)C(=O)Nc3ccc(F)cc3)c(=O)[nH]c2c1	-15.6
CCOc1ccc(C(O)CN2CCC3(CC2)CC(O)c2cc(F)ccc2O3)cc1 (stereo not drawn)	-34.1
Cc1cc(=O)oc2cc(OC(C)C(=O)NC3CCCC3)ccc12 (stereo not drawn)	-31.6
CCn1c(=O)n(CC(=O)N2CCCC3CCCCC32)c2cccnc21 (stereo not drawn)	-60.8
CC(C)(C)NC(=O)C(c1ccc(Cl)cc1)N(Cc1cccs1)C(=O)c1csnn1 (stereo not drawn)	37.2
Cc1ccc([C@@H](O)c2cnc(C)n2Cc2ccccc2)cc1	-17.5
CCC(=O)N1CCN(c2ccc(NC(=O)COc3ccccc3)cc2)CC1	-24.6
COc1cccc(NC(=O)CSc2nnc3c4ccccc4n(C)c3n2)c1	-13.0
Cc1ccc(NC(=O)CSc2n[nH]c(C)n2)c(C)c1	-1.4
NC(=O)c1csc(-c2ccc(CO)o2)n1	1.3
COc1cccc(OC)c1C(=O)Nc1cc(-c2nc3ncccc3o2)ccc1C	-37.6
COc1ccc(N(CC(=O)NCC2CCCO2)C(=O)CCC(=O)Nc2ccccn2)cc1 (stereo not drawn)	-11.1
Cc1cc(C)c2c(c1)c(C)cc1nnc(SCC(=O)Nc3ccccc3C(F)(F)F)n12	13.1
COc1ccc(-c2c(C)[nH]n3c(=O)cc(C(C)(C)C)nc23)cc1	14.3
CN(C)CCCN(Cc1ccc(-n2cccn2)cc1)Cc1ccccn1	4.3
Cc1ccc2c(=O)c(C(=O)NCCN3CCOCC3)c[nH]c2c1	-29.1
COc1ccc([C@@H]2C[C@H](OC(=O)Cn3ncc4ccccc4c3=O)C(=O)N2C)cc1	3.3
CCn1c(Cn2nnc(-c3ccccc3)n2)nnc1SCC(=O)Nc1cccc(OC)c1	-46.9
COc1ccc(CC(=O)N2CCc3c(nc(N4CCCC4)[nH]c3=O)C2)cc1OC	6.4
COC(=O)[C@H]1CN(C(=O)c2snnc2C)C[C@@H]1c1ccc(F)cc1	-13.7
COc1ccc(N(C(C)C(=O)NCc2ccncc2)S(C)(=O)=O)cc1 (stereo not drawn)	14.7
S=c1[nH]nc(COc2ccc3ccccc3c2)n1-c1ccccc1	-19.5
CN(CCO)Cc1ncccc1O	18.0
Cc1ccc(C)c(/C(O)=C2/C(=O)C(=O)N(CCCN(C)C)C2c2cccnc2)c1 (stereo not drawn)	-10.3
O=C(C1CC1)N(Cc1nc2ccccc2c(=O)[nH]1)C1CCCC1	-2.6
O=c1n(Cc2cccs2)c2cccnc2n1CN1CCC(N2CCCCC2)CC1	-7.2
CC(C)[C@@H](Cn1nc(-c2ccc(F)c(F)c2)ccc1=O)NC(=O)Cc1ccsc1	-39.9
CCC(=O)Nc1ccc(NC(=O)c2cccs2)cc1	-41.9
CC(C)C(=O)c1cn(CC(=O)NC2CCCCC2)c2ccccc12	-23.3
COCCn1c(SCC(=O)Nc2cccc(C(C)=O)c2)nnc1-c1ccco1	-12.6
O=C(O)CCCCCN=C1NC(=O)CS1	-17.4
O=C(NCCc1ccccc1)c1ncoc1-c1cccs1	-59.6
COc1ccccc1NC(=O)C1=C(C)NC2=C(C(=O)CCC2)C1c1cccc(Cl)c1 (stereo not drawn)	13.3
COc1ccc(NC(=O)CN2C(=O)C3CCCCN3C(=O)c3ccccc32)cc1 (stereo not drawn)	-22.1
O=C(CSc1nnc(COc2cccc3ccccc23)o1)Nc1cccc(Cl)c1	-87.8
COc1ccc(OC)c2[nH]c(C(=O)N3CCC(C(=O)c4nccs4)CC3)cc12	-28.4
CCc1cc2ccccc2nc1SCC(=O)Nc1ccc2c(c1)OCO2	43.2
Cc1ccc(Cl)cc1NC(=O)CSc1nncn1-c1ccccn1	-2.4
COc1ccc(S(=O)(=O)N2CCN(C(=O)c3cc4c(C)nn(-c5ccccc5)c4s3)CC2)cc1	-84.5
CCOc1ccc(-n2c(SCC(=O)N(C)C)nnc2-c2ccncc2)cc1	-7.9
COC(=O)[C@H]1CCc2ccccc2N1C(C)=O	-30.6
CCC(=O)Nc1cccc(NC(=O)CSc2nc3c(c(=O)n(C)c(=O)n3C)n2C(C)C)c1	-14.2
CCn1c2cc(C)sc2c2cnn(CC(=O)NC34CC5CC(CC(C5)C3)C4)c(=O)c21	12.5
CN(C)CCN(Cc1ccncc1)Cc1ccsc1	-14.2
CCN1CCCC1CN(Cc1cc2cc(OC)c(OC)cc2[nH]c1=O)C(=O)Nc1ccc(Cl)cc1 (stereo not drawn)	-49.1
CC(C)(C)C1=NN(C(=O)c2ccc(Cl)cc2)C(O)(C(F)(F)F)C1 (stereo not drawn)	30.2
CC(C)c1ccc(C2C(C(=O)c3ccco3)=C(O)C(=O)N2CC2CCCO2)cc1 (stereo not drawn)	9.2
CCN1C(=O)C(C(=O)Nc2cccc(C)c2)C2CC1(C)Oc1ccccc12 (stereo not drawn)	31.1
CCOCCCNC(=O)C1CCN(S(=O)(=O)c2ccc(OC)c(C)c2)CC1	-11.0
Cc1ccc2cc(C)c3nnc(SCC(=O)Nc4ccccc4)n3c2c1C	-20.6
COc1ccc(C(=O)N2CCC(c3ccncc3)CC2)c2ccccc12	-60.2
COc1ccc2[nH]c(=O)c(CN(CCO)C(=S)Nc3ccc(F)cc3)cc2c1	-60.8
Cc1c(C#N)c2ccccc2n1CC(=O)N1CCCCC1	-10.4
O=C(CCCC(=O)NC1CCCCC1)Nc1nccs1	-15.2

Reprinted from the part before: five compounds; new compounds follow.
SMILES	EP2 mod
Cc1ccc2cc(C)c3nnc(SCC(=O)Nc4ccccc4)n3c2c1C	-20.6
COc1ccc(C(=O)N2CCC(c3ccncc3)CC2)c2ccccc12	-60.2
COc1ccc2[nH]c(=O)c(CN(CCO)C(=S)Nc3ccc(F)cc3)cc2c1	-60.8
Cc1c(C#N)c2ccccc2n1CC(=O)N1CCCCC1	-10.4
O=C(CCCC(=O)NC1CCCCC1)Nc1nccs1	-15.2
COC(=O)[C@H]1CN(C(=O)c2ccc(C)[nH]c2=O)C[C@@H]1c1ccc(F)cc1	-14.8
CCCC(c1nnnn1C1CCCC1)N1CCN(C)CC1 (stereo not drawn)	11.7
OC1(c2cccnc2)CCN(CC2(c3ccc(Cl)cc3)CC2)CC1	9.7
Cc1nonc1CC(=O)N[C@H](Cn1nc(-c2cccs2)ccc1=O)C(C)C	-28.4
COc1ccc(C(=O)Nc2cccc(-c3nn4c(C)nnc4s3)c2)cc1OC	-48.4
NC(=O)c1nc(-c2ccccc2)nc2c1[nH]c(=O)n2Cc1ccccc1	18.0
CCOc1ccc(NC(=O)CSc2ncnc3scc(-c4ccccc4)c23)cc1	-42.8
CN(C(=O)C1(c2ccccc2)CC1)c1nc2c(s1)CCc1occc1-2	27.4
COCC(=O)Nc1nc2ccc(OC)cc2s1	-22.0
COc1ccccc1-n1c(SCc2nc3ccccc3c(=O)[nH]2)nnc1-c1ccccc1	15.2
CCOC(=O)c1cnc2ccc(F)cc2c1NCCCN1CCOCC1	-7.8
Cc1ccc(-c2nnn(CC(=O)N(c3ccccc3C)C(C(=O)NC3CCCC3)c3ccco3)n2)o1 (stereo not drawn)	6.5
COc1ccc(NC(=O)N2C3CCCC2CC(NC(C)=O)C3)cc1 (stereo not drawn)	-30.2
O=c1cnn(C2CCCO2)c(=O)[nH]1 (stereo not drawn)	18.6
CC(C)(C)c1ccc(O)c(CN(Cc2cc(C(C)(C)C)ccc2O)C2CCCCC2)c1	-15.9
COc1cc(C(c2nnnn2C(C)(C)C)N2CCN(c3cc(C)ccc3C)CC2)cc(OC)c1OC (stereo not drawn)	10.1
COc1cccc(CC(=O)N2CCC[C@H](Cn3nc(-c4cccs4)ccc3=O)C2)c1	-23.9
O=C(Nc1ccccc1Cl)NC1CCS(=O)(=O)C1 (stereo not drawn)	-39.9
Cc1noc(C)c1C(=O)N1CCC2(CC1)NC(=O)c1ccccc1N2	-9.4
C=CCn1c(CNC(=O)c2cccc(C)c2)n[nH]c1=S	4.2
COC(=O)[C@H]1[C@H]2C[C@H]3c4[nH]c5cc(OC)ccc5c4CCN3C[C@H]2C[C@@H](OC(=O)c2cc(OC)c(OC)c(OC)c2)[C@@H]1OC	-21.9
Cc1nc2c(-c3ccc(F)cc3)c(C)nn2c(NCCCN2CCCC2=O)c1C	-123.5
CN(C)c1ccc(CN2CC34C=CC(O3)C(C(=O)O)C4C2=O)cc1 (stereo not drawn)	6.2
O=c1[nH]c2ccccc2n2nnnc12	22.7
O=C(NC[C@@H]1CCCN(C(=O)c2cccnc2)C1)c1ccco1	-10.7
Cc1ccc2c(c1)N[C@H](c1ccc(C(=O)O)cc1)c1cccn1-2	15.3
COc1ccc(OC)c(N(CC(=O)NCC2CCCO2)S(=O)(=O)c2ccc(C)cc2)c1 (stereo not drawn)	0.2
CSC(N)=NCCC[C@H](N)C(=O)O	27.0
COc1ccc(N(Cc2cc(=O)[nH]c3ccccc23)C(=O)CCC(=O)O)cc1	7.9
Cc1ccc(NC(=O)CSc2nnc3c(n2)C2(C)CCC3C2(C)C)c(C)c1 (stereo not drawn)	-16.9
COC(=O)C[C@H]1C2(C)C[C@]34OC5(C)O[C@]6(C7C(C(C)=O)C(=O)OC(c8ccoc8)[C@]7(C)CC[C@]6(O5)C13C)C(O)[C@]4(O)[C@H]2O (stereo partly drawn)	16.2
C#CCOc1ccc(/C=C2/C(C)=C(C#N)c3nc(N)c(C#N)c(C)c32)cc1OC	-47.1
Cc1ccc2[nH]c(=O)c(CN(Cc3ccc4c(c3)OCO4)C(=O)NCc3ccccc3)cc2c1	-7.4
CCCC(=O)N(CCC)c1nnc(-c2cc(OC)c(OC)c(OC)c2)s1	-32.2
Cc1[nH]nc2c1C(c1ccc(-c3cccc(Cl)c3)o1)C(C#N)=C(N)O2 (stereo not drawn)	-139.6
CC(Sc1nnc(C2CCCCC2)n1-c1cccc(Cl)c1)C(=O)O (stereo not drawn)	-40.5
CCN(CC)CCOC(=O)c1ccco1	-30.1
c1csc(-c2cc3cccnc3n2CCN2CCOCC2)c1	-3.6
Cc1noc(C)c1CCNS(=O)(=O)c1ccc2c(c1)oc(=O)n2C(C)C	-65.5
NC(N)=NCCCCN=C(N)N	-3.4&4.0
CCOc1ccc(N(CC(=O)N2CCN(c3ccccc3F)CC2)S(C)(=O)=O)cc1	-123.3
Cc1ccc(F)cc1NC(=O)CSc1nc(-c2cccs2)cc(C(F)(F)F)n1	-70.9
CCOc1ccc(CN2CCN(S(=O)(=O)c3ccccc3)CC2)cc1OC	-65.4
O=C(Nc1ccc(Cl)cc1Cl)c1nc2ncccn2n1	-37.3

Not all compounds are listed. The share of hits here may be higher or lower than overall.
